EPAC1 ag – activates human EPAC1 exchange factor. O95398. EPAC1 agonist qHTS, biochemical assay; response scale: 100% = response to 6.5 mM cAMP. Potency, µM (top dose mostly 154 µM), without a hit: at the highest dose activation, hits mostly activators. 0.073% of 360,000 active. AID 720707; further: nearly all actives have a fitted effect of over 60% in size
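Nucleotide exchange by EPAC1 (100 nM) on Rap1B–BODIPY-GDP (250 nM) in the presence of 50 uM GDP is tracked fluorescently at 480/540 nm over 30 min. Signals are normalized to a 6.5 mM cAMP control.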
PTHR1 ag – activates the human parathyroid hormone receptor PTHR1. Potency, µM (series often up to 115 µM), inactives show top-dose activation, usual class: activators. 0.075% of 410,000 active. AID 743266. Q03431. HEK293 GP2 PTHR1 cells, GloSensor cAMP luminescence, 1 h; further: nearly all actives have a fitted effect of over 55% in size; some results filed as inactive show a strong effect at the top dose; inactives centre near -15; many of its hits are not listed in these tables
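HEK-293-derived GP2 cells expressing PTHR1 and a GloSensor cAMP reporter, 3,000/well, plated overnight, given luciferin plus IBMX (each 0.5 mM as added) for 1 h at 37 °C, then compound for 1 h at 37 °C. Luminescence was read after 15 min at room temperature.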
TDP-43 yeast inh – rescues yeast growth from TDP-43 toxicity. TDP-43 expressing yeast growth rescue, BacTiter-Glo, 24 h. Potency, µM (highest dose often 46.1 µM), inactives show at the top dose growth rescue (activation), hits mostly activators. 1.8% of 410,000 active. AID 652104; further: % of control where 0% means no effect; nearly all actives have a fitted effect of over 50% in size
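Yeast expressing TDP-43 (pregrown in raffinose, seeded at OD600=0.02 in galactose medium) exposed to compounds 24 hr at 30 deg C. Growth read by BacTiter-Glo luminescence; rescue of toxicity appears as increased signal.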
aSyn rescue – inhibitors of alpha-synuclein toxicity in yeast; Yeast expressing alpha-synuclein, growth rescue, BacTiter-Glo, 24 h; Potency, µM (titrated, usually from 46.1 µM), for inactives: top-dose growth rescue (activation), most hits filed as activators; 0.14% of 370,000 active; further: % of control where 0% means no effect; nearly all actives have a fitted effect of over 65% in size
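Rescue of yeast growth: cells expressing toxic alpha-synuclein, induced in galactose at OD600 0.02, incubated with compound 24 h at 30 C. ATP luminescence quantified growth; inhibitors of toxicity appear as activators.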
FUS suppressor – FUS proteinopathy suppression in yeast | S. cerevisiae FUS-expressing, growth rescue, OD600, 24 h | Potency, µM (doses to about 76.6 µM), for inactives: top-dose growth rescue (activation), hits mostly activators | 0.24% of 390,000 active;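 further: plate controls were DMSO vehicle for no effect and reference control for full effect; nearly all actives have a fitted effect of over 55% in size; some results filed as inactive show a strong effect at the top dose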
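S. cerevisiae expressing FUS from galactose induction served as the toxicity model. Growth after 24hr at 30C, read as absorbance at 600 nm, indicates suppression of toxicity; compounds dosed at several concentrations.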
EPAC1 antag – EPAC1 (human) antagonism | Potency, µM (top dose mostly 115 µM), for inactives: top-dose activity change, negative = inhibition, most hits filed as inhibitors | AID 720709 | 0.14% of 360,000 active | EPAC1 GEF assay, Rap1b-BODIPY-GDP exchange fluorescence;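 further: plate controls were vehicle for no effect and positive control for full effect; nearly all actives have a fitted effect of over 50% in size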
EPAC2 ag – EPAC2 (human) agonism; Potency, µM (highest dose often 154 µM), for inactives: at the top dose activation, most hits filed as activators; EPAC2 activation, biochemical qHTS; response scale: 100% = 6.5 mM cAMP response; Q8WZA2; 0.079% of 360,000 active; further: nearly all actives have a fitted effect of over 50% in size
Target sequence (Q8WZA2 whole entry, looked up): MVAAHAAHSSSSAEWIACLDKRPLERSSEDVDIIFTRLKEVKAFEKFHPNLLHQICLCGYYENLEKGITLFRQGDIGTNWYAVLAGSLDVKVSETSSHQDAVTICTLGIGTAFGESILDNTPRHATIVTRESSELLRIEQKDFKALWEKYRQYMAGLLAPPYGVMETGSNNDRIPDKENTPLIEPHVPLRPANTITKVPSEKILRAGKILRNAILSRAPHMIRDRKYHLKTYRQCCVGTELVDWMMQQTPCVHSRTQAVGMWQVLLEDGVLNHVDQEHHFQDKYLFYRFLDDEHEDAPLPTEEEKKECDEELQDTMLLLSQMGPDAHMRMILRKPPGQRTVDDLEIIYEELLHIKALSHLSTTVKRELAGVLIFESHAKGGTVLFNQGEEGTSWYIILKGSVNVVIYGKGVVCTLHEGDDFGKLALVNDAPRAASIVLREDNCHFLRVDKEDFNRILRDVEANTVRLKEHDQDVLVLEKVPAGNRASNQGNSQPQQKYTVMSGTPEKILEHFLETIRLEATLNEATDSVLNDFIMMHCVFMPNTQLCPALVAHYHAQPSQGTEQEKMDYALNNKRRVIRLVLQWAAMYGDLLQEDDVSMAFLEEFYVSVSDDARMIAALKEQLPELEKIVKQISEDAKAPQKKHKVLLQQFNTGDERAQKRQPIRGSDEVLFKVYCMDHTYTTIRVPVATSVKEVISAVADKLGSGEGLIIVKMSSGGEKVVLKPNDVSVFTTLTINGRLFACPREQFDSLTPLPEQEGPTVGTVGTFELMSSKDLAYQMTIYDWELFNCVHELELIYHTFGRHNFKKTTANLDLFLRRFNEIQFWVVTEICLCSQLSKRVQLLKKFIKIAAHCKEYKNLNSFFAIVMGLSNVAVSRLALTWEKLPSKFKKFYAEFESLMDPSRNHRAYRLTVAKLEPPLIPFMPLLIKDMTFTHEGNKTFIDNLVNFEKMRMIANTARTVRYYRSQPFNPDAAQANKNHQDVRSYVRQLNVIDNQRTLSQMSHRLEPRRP
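Setup: EPAC2 100 nM, labeled Rap1B complex 250 nM, free GDP 50 uM. Compound titrations pinned in, brief spin, 5 min room temperature incubation. Kinetic fluorescence read over 30 min, normalized to 6.5 mM cAMP.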
EPAC2 antagonist – antagonists of human EPAC2 | EPAC2 GEF exchange of Rap1B-BODIPY-GDP, fluorescence | Potency, µM (top dose mostly 114 µM), without a hit: top-dose activity, negative = inhibition, actives largely listed as inhibitors | 0.18% of 360,000 active | AID 720708; further: on the % scale 0 is the no-effect control and ±100 the full control effect; nearly all actives have a fitted effect of over 45% in size; many of its hits are not listed in these tables
An asterisk follows results filed as active; i = inactive; ? = inconclusive; . = no result given; [ ] = another dose, or the depositor's remark. The call rests on the fitted dose curve; in most records, active means well fitted curve in the direction sought with a large enough effect; inconclusive means small, poorly fitted or top-dose-only effect, or another doubt; inactive means no such curve, though single readings can be large; an effect the other way counts as inactive or inconclusive. Potency means the concentration at half of the fitted maximal effect. These rows are one share of the data; rates above refer to the full screens.

structure | FUS suppressor | aSyn rescue | EPAC2 antagonist | PTHR1 ag | EPAC1 antag | EPAC1 ag | EPAC2 ag | TDP-43 yeast inh
Cc1ccc2c(c1)C(=O)c1c(C(=O)O)cccc1-2 | -12% | -35%[inhibitor] | 3% | i | -3% | 0% | -3% | ?
CCC(CO)Oc1cc(NC(=O)c2cccc(Cl)c2)c2ncn(C(C)C)c2c1 (configuration not stated) | -2% | -6% | 34% | i | -8% | -8% | -4% | 7%
Cc1cc(C)n(-c2cccc(Cl)c2C#N)n1 | 9% | 2% | 0% | i | 8% | -2% | 2% | 1%[1.82 µM]
CSc1nc2cc3c(cc2n1C(=O)c1ccc(C)cc1)OCCO3 | 22% | 0% | -3% | -34%[inhibitor][57.5 µM] | 0% | 8% | -4% | -16%
COc1ccccc1-c1noc(CCC(=O)Nc2cccc(C)c2)n1 | 5% | 11% | -11% | -53%[inhibitor][57.5 µM] | 5% | 25% | -28% | 16%
O=C(NCc1cccnc1)C1CCN(S(=O)(=O)N2CCOCC2)CC1 | 23% | 0% | 0% | 17%[57.5 µM] | -1% | 6% | 4% | -12%
COc1cc(O)c(C(CC(=O)N2CCCC2)c2cc(OC)c(OC)c(OC)c2)c(OC)c1 (configuration not stated) | 1% | 1% | 11% | i | -14% | -14% | 13% | 13%
CCOC(=O)c1c(-c2ccc(C)cc2)csc1NC(=S)NC(=O)c1ccccc1 | 12% | 4% | -7% | i | -15% | 8% | 10% | 13%
CCOC(=O)c1c(NC(=O)CSc2ncn[nH]2)sc(C(=O)N(C)C)c1C | 11% | -2% | -8% | i | -11% | -24% | 4% | 12%
COc1ccccc1-c1cc(NC(C)=O)c2ncc(-c3ccc(S(C)(=O)=O)cc3)n2c1 | 25% | -1% | 0% | -66%[inhibitor] | -15% | 4% | 3% | ?
Cc1ccc(F)c(NC(=O)c2cncn2-c2ccccc2)c1 | 12% | -4% | 9% | -6% | 4% | -1% | 3% | -17%
O=C(Oc1ccc(Cl)cc1)c1ccc(COC(=O)c2cnccn2)cc1 | 8% | . | 6% | 17% | 2% | -1% | 6% | -3%
COC(=O)C1=C(C)OC(N)=C(C#N)C1c1ccc(OC)c(CSc2ccccn2)c1 (configuration not stated) | 23% | 12% | ? | -10%[57.5 µM] | -17% | 13% | 17% | 1%
N#Cc1ccc(-c2nc3c4ccccc4ccn3c2CC2CCCCC2)cc1 | 7% | -5% | 3% | -12% | 23% | -4% | 10% | 5%
O=C(O)CNS(=O)(=O)c1ccc2c(c1)Cc1cc(S(=O)(=O)NCC(=O)O)ccc1-2 | -18% | 0% | -14% | i | 7% | 3% | -1% | 0%
O=C(COC(=O)CNC(=O)c1ccc(Cl)cc1Cl)NCC1CCCO1 (configuration not stated) | 6% | 2% | 12% | i | -4% | -8% | -4% | 8%
Cc1csc(NC(=O)[C@@H](NC(=O)c2ccccc2)C(C)C)n1 | -3% | 2% | -4% | i | -19% | 5% | 9% | 0%
Cc1c(NC(=O)Nc2cccc(F)c2)c(=O)n(-c2ccccc2)n1C | -1% | 2% | 3% | -1% | 5% | 20% | 15% | 11%
CC(C)Sc1cc(N2CCOCC2)nc(-c2ccccc2)n1 | 2% | -12% | -1% | i | -7% | -11% | 2% | ?
COC(=O)c1ccc(OC(=O)C2CC(=O)N(c3cccc(C)c3)C2)cc1 (configuration not stated) | 23% | 20% | -2% | -18% | -4% | 0% | 0% | -4%
COc1cccc(CNC(=O)CCC2CCCN(C(=O)c3ccc(OC)o3)C2)c1 (configuration not stated) | 3% | -1% | 3% | 13% | -2% | -16% | 1% | 2%
CCCn1c(=O)c(C(=O)Nc2cccc(C)c2)c(O)c2ccccc21 | -16% | 7% | -2% | i | 3% | 10% | 10% | 3%
O=C(COC(=O)/C=C/c1ccccc1)NNC(=O)c1ccccc1F | 3% | -8% | 9% | -17% | -4% | 0% | -3% | 10%
FC(F)(F)c1cnc(N/N=C/c2ccncc2)c(Cl)c1 | 0% | 1% | -8% | -31%[inhibitor] | -4% | -12% | -10% | -5%
COc1ccc(S(=O)(=O)Nc2ccccc2)cc1 | 43% | 13% | -1% | i | 1% | 2% | 7% | -7%
Cc1cc(C)c(OCC(=O)OCC(=O)N2c3ccccc3CC2C)c(C)c1 (configuration not stated) | 20% | 10% | ? | -21% | -8% | 8% | 3% | ?
CCC(C)c1ccc(NC(=O)COC(=O)c2nc3nccc(C)n3n2)cc1 (configuration not stated) | -17% | 6% | 5% | i | 3% | -22% | -4% | 18%
Cc1nc(CN2CCN(C(=O)NC3(c4ccccc4)CC3)CC2)cs1 | 7% | 4% | 9% | i | 26% | 2% | 0% | -2%
C/C(=N\NC(=O)NC1CCCCC1)c1ccco1 | -4% | -4% | 0% | i | -18% | -1% | 6% | -5%
COc1ccc(OC)c(C2Nc3nc4ccccc4n3C(C)=C2C(=O)Nc2ccc(C)cc2C)c1 (configuration not stated) | 20% | 6% | -8% | i | 5% | 14% | -14% | 0%
CCCc1nn(C)c2c(=O)[nH]c(-c3cc(S(=O)(=O)Nc4ccc(NC(C)=O)cc4)ccc3OCC)nc12 | 5% | -1% | -2% | -14% | ? | -13% | 6% | 4%
CCCOc1ccc(N2C(=O)CC(N(CCCO)C(=O)CC)C2=O)cc1 (configuration not stated) | 5% | 6% | 5% | i | 9% | -7% | -1% | -17%
OC1(Cc2ccn[nH]2)CCCCC1 | 10% | -4% | 5% | i | -10% | 2% | 1% | -8%
COc1ccc(-c2noc(C3CCCN(C(=O)c4ccccc4)C3)n2)cc1 (configuration not stated) | 13% | 5% | -6% | -25% | 2% | 16% | 9% | 3%
CC1=C(C(=O)c2ccccc2)C(c2ccc(N3CCOCC3)cc2)NC(=O)N1 (configuration not stated) | -20% | -4% | 4% | -34% | -28% | 7% | 17% | 4%
Cc1ccccc1OCC(=O)Nc1ccccc1NC(=O)c1ccco1 | 1% | 7% | -8% | -4% | ? | 10% | 7% | 6%
Cc1nn(-c2ccccc2)c(N2CCCC2)c1/C=N/NC(=O)C1CC1 | 11% | -7% | 0% | -21% | -17% | -1% | 9% | 6%
Cc1cccc(NC(=O)CN2C(=O)N/C(=C\c3ccc(N4CCOCC4)cc3)C2=O)c1 | 18% | 0% | 2% | i | 9% | -11% | -1% | 16%
Cc1c(NC(=O)c2ccc(C(C)(C)C)cc2)cccc1[N+](=O)[O-] | 5% | -4% | -5% | -40% | -11% | -18% | 7% | -8%
CC1=CC(C)(C)Nc2ccc(C)cc21 | 27% | -11% | 13% | -6%[57.5 µM] | 6% | 2% | 6% | -15%
Cc1c(Cl)cccc1NC(=O)c1ccc2snnc2c1 | -22% | 1% | . | i | . | . | . | 6%
O=C(OCCSCCOC(=O)C1CC=CCC1)C1CC=CCC1 (configuration not stated) | 10% | -9% | -1% | i | -5% | 2% | 5% | ?
CCOC(=O)Cc1csc(NC(=O)CCS(=O)(=O)Cc2ccccc2)n1 | 24% | -4% | 1% | 8%[57.5 µM] | -4% | -5% | 4% | -15%
COC1CC(=O)C2OC(c3ccccc3)OCC2O1 (configuration not stated) | 3% | 1% | 4% | -3% | 1% | -5% | 5% | 0%
CCn1c(O)c(N=NC(=S)NCC2CCCO2)c2ccccc21 (configuration not stated) | 23% | 2% | -4% | -15% | -4% | -6% | -8% | 53%
Cc1cc(/C=N/n2cnnc2)c(O)c([N+](=O)[O-])c1 | -11% | 16% | -6% | -10% | -10% | 0% | -8% | -24%
CCOc1ccc(NC(=O)CSc2nnc(C)n2CC)cc1 | -5% | 2% | 5% | i | 1% | 2% | -3% | -10%
CCOc1ccc(OCc2ccc(C(=O)N3CCCC(C)C3)cc2)cc1 (configuration not stated) | 42% | -12% | -11% | -66%[inhibitor] | -11% | -2% | 1% | ?
CCCN(CCC)Cc1c(C(=O)N/N=C/CCc2ccccc2)nnn1-c1nonc1N | -6% | -5% | ? | i | -19% | -5% | -3% | 0%
CS(=O)(=O)N1CCC(C(=O)N2CCN(c3ccccc3F)CC2)CC1 | 8% | -2% | 3% | -9% | -10% | 10% | 9% | -17%
COc1cc(C2c3cc4c(cc3OC(NNC(N)=S)C2C)OCO4)cc(OC)c1OC (configuration not stated) | . | 0% | -3% | -11% | -2% | 5% | 10% | 27%
O=c1c2ccccc2c(-c2ccccc2)nn1-c1cc(Cl)ccc1[N+](=O)[O-] | 3% | 11% | -2% | -5% | -8% | 4% | -10% | 5%
O=C(COc1ncnc2c1cnn2-c1ccccc1)Nc1ccc(S(=O)(=O)N2CCCCC2)cc1 | . | -2% | 11% | i | -17% | 8% | 8% | 19%
COc1ccc(-c2nnc(-c3cc4ccccc4oc3=O)o2)cc1 | 5% | -1% | 3% | i | -2% | 1% | 4% | -9%
O=C(Nc1ccc(N2CCCCC2)cc1)c1cccnc1 | 23% | 0% | 1%[57.1 µM] | -64%[inhibitor][57.5 µM] | -3% | 2% | -19% | 3%
Cc1ccc(CONC(=O)c2ccc(OC(F)F)cc2)cc1 | 1% | -16% | -1% | -12% | 6% | 2% | -4% | 16%
Cc1c(C(=O)Nc2ccccc2N2CCN(C)CC2)oc2ccc(F)cc12 | 21% | -4% | -4% | 0% | -19% | 7% | 19% | -3%
COc1ccc(-c2coc3c(C(=O)NCC4CC4)cccc23)c(C)c1 | 38% | -24% | 3% | -50%[inhibitor] | 0% | 3% | 22% | ?
CCOc1ccccc1C(=O)NCc1ccco1 | . | 0% | -3% | i | -13% | -1% | 7% | -21%
C/C(=N\NC(=O)C1CCCC1)c1ccc(NC(=O)C(F)(F)F)cc1 | -13% | 1% | 4% | -25% | -11% | -12% | 1% | 15%
Cc1ccc(C2CN(c3ccccc3)CC2C(=O)c2ccc(F)cc2)cc1 (configuration not stated) | -9% | 9% | -16% | 13% | -24% | 6% | -9% | 12%
Cn1cnnc1Sc1cc(N2CCN(S(=O)(=O)c3ccc(Cl)c(Cl)c3)CC2)ccc1[N+](=O)[O-] | 22% | 0% | 5% | i | -7% | -2% | 5% | -6%

Compound profiles, from the list above.
CCn1c(O)c(N=NC(=S)NCC2CCCO2)c2ccccc21 (configuration not stated) reads FUS suppressor = 23%; aSyn rescue = 2%; EPAC2 antagonist = -4%; PTHR1 ag = -15%; EPAC1 antag = -4%; EPAC1 ag = -6%; EPAC2 ag = -8%; TDP-43 yeast inh = 53%
COc1ccc(-c2noc(C3CCCN(C(=O)c4ccccc4)C3)n2)cc1 (configuration not stated) reads FUS suppressor = 13%; aSyn rescue = 5%; EPAC2 antagonist = -6%; PTHR1 ag = -25%; EPAC1 antag = 2%; EPAC1 ag = 16%; EPAC2 ag = 9%; TDP-43 yeast inh = 3%

Screening results (PubChem BioAssay)
